# Screening data deposited in PubChem by National Center for Advancing Translational Sciences (NCATS).
# Imprint erasure: qHTS Assay for Compounds that Induce Erasure of Genomic Imprints | actives 0.02% (n = 110,000) | mouse ES Peg3-LacZ reporter, beta-gal luminescence, 40 h | Potency, µM (titrated, usually from 60.7 µM), inactives show at the top dose activity change, positive = activation, actives largely listed as activators;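 also: 0% = negative control wells on the plate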
#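 Readout: BetaGlo luminescence (5 min, room temp) for LacZ from the normally silent maternal Peg3 allele in female Peg3LacZ-Neo ES cells. Cells 300/well, 40 h, 37C, 5% CO2. Data normalized per plate to negative controls.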
# IkB signaling: IkB Signaling | ABC-DLBCL IkBa-CBG/CBR dual luciferase ratio, 4 h; response scale: scaled: untreated 0%, proteasome inhibitor 100% | Potency, µM (top dose mostly 57.1 µM), inactives show top-dose IkBa stabilization activation | actives 0.04% (n = 110,000); active = well fitted curve in the direction sought with a large enough effect in the signal ratio, not every such curve was filed as active; inconclusive = small, poorly fitted or top-dose-only effect, or a change in a side signal; the % refers to the signal ratio;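 also: the direction sought is a rising ratio; 0% = basal untreated cells and 100% = reference inhibitor full response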
#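 Luminescence ratio of IκBα-fused green versus native red beetle luciferase in OCI-Ly3 cells, 4 h post-doxycycline with compound; red signal alone, scaled from basal (0%) to zero light (-100%), flagged nonspecific or cytotoxic effects.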
# p53ts 32C tox: qHTS Screen for Compounds that Selectively Target Cancer Cells with p53 Mutations: Cytotoxicity of p53ts Cells at the Permissive Temperature. AID 924, 2007. actives 0.93% (n = 130,000). Potency, µM (highest dose often 46.1 µM), for inactives: top-dose activity change, negative = cytotoxicity, hits mostly cytotoxic. H1299-p53A138V at 32C, ATP luminescence viability, 24 h;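 also: 0% = DMSO and -100% = full killing by reference compound; nearly all actives have a fitted effect of over 55% in size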
#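 Viability by ATPlite luminescence after 24 h compound treatment (up to 46 uM) at the permissive 32C. Cells are H1299 carrying p53 A138V. Scale runs from DMSO basal to 100 uM tamoxifen as full kill; AC50 from Hill fits.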
# p53ts 39C tox: qHTS Screen for Compounds that Selectively Target Cancer Cells with p53 Mutations: Cytotoxicity of p53ts Cells at the Nonpermissive Temperature | H1299-p53A138V viability at 39C, ATP luminescence, 24 h | Potency, µM (titrated, usually from 46.1 µM), inactives show at the top dose activity change, negative = cell killing, hits mostly cytotoxic | actives 1.5% (n = 130,000); also: nearly all actives have a fitted effect of over 55% in size
# Numbers without * were called inactive; ? = inconclusive; . = no result given; [ ] = another dose, or the depositor's remark. Unless noted, calls follow the shape of the dose curve; as a rule, active = well fitted curve in the direction sought with a large enough effect; inconclusive = small, poorly fitted or top-dose-only effect, or another doubt; inactive = no such curve, though single readings can be large; an effect the other way counts as inactive or inconclusive. Unless noted, % is scaled to controls: 0 for no effect and ±100 for the full control effect; potency is read from the fitted curve at half-maximal effect. Outcome played no part in choosing rows; any-hit rate near 1.8%.
SMILES,Imprint erasure,IkB signaling,p53ts 32C tox,p53ts 39C tox
COc1ccc(-c2cc(-c3ccccc3)c(C#N)c(SCC(O)CS(=O)(=O)Cc3ccc(Cl)cc3)n2)cc1 (configuration not stated),-10%[10.9 µM],?,24%,26%
CCOc1ccc(C2c3c(oc4ccc(C)cc4c3=O)C(=O)N2CCCN(C)C)cc1OC (configuration not stated),8%[10.9 µM],-1.5%,-5%,5%
O=c1c2ccccc2nc(SCc2cn3ccsc3n2)n1-c1ccccc1F,-27%,7.2%,2%,2%
COc1ccc(C2C(C(=O)N3CCOCC3)CCC(=O)N2c2cc(OC)c(OC)c(OC)c2)cc1 (configuration not stated),-3%,3.1%,-1%,-5%
COc1ccc2cc(CN(CCc3ccccc3)Cc3nnnn3Cc3ccco3)c(=O)[nH]c2c1,-5%,?,8%,3%
CC(C)C(NS(=O)(=O)c1cccs1)C(=O)NCCN1CCN(c2ccccc2)CC1 (configuration not stated),-16%,2.1%,-16%,-10%
CC1Cc2ccccc2N1C(=O)CSc1nc2ccccc2n1CC(=O)N1CCOCC1 (configuration not stated),-10%,-0.4%,4%,-6%
COc1cccc(-c2nn(C)c3sc(C(=O)NCc4ccccn4)cc23)c1,-30%,?,4%,-20%
O=C1C(Cl)=C(N2CCCCC2)C(=O)N1c1ccccc1,0%,6.1%,16%,0%
COc1ccc(-c2ccc(SCC(=O)N3CCOCC3)nn2)cc1,-13%,2.4%,?,?
COc1ccc(C(=O)Nc2ccc3oc(-c4ccc(OC)cc4)nc3c2)cc1,-10%[10.9 µM],-1.9%,0%,3%
CCOC(=O)C1CCN(Cc2nc(-c3ccc(OC)c(OC)c3)no2)CC1,-14%,-1.9%,8%,16%

# Structures above containing a thiophene ring, fused or not, in the order listed:
SMILES,Imprint erasure,IkB signaling,p53ts 32C tox,p53ts 39C tox
CC(C)C(NS(=O)(=O)c1cccs1)C(=O)NCCN1CCN(c2ccccc2)CC1 (configuration not stated),-16%,2.1%,-16%,-10%
COc1cccc(-c2nn(C)c3sc(C(=O)NCc4ccccn4)cc23)c1,-30%,?,4%,-20%

# Further results:
SMILES,Imprint erasure,IkB signaling,p53ts 32C tox,p53ts 39C tox
Cc1ccc(CSc2oc(-c3ccco3)nc2S(=O)(=O)c2ccc(C)cc2)cc1,-5%[10.9 µM],-0.4%,8%,25%
CCn1nc(C(=O)OCc2c(C)noc2C)c2ccccc2c1=O,-10%,-1.5%,7%,-9%
Cc1n[nH]c2ccccc2c1=O,1%[10.9 µM],0.4%[11.4 µM],1%[9.22 µM],-4%[9.22 µM]
COC(=O)c1cc(=O)nc2sc(-c3cccs3)nn12,-6%,-1.8%,-4%,5%
CCOc1ccccc1C(=O)NCc1ccc2c(c1)CCN2C(=O)c1ccc(F)cc1,-15%[10.9 µM],4.5%,8%,-17%
O=C(Nc1nc2nc(-c3ccccc3)cc(=O)n2[nH]1)c1ccc(F)cc1,2%[10.9 µM],1.5%,2%,11%
CCOc1ccccc1NC(=O)Nc1ccc2nc(N3CCN(C)CC3)cc(C)c2c1,-8%[10.9 µM],-2.6%,?,10µM*
Cc1cc(C)cc(NC(=O)CSc2nnc(Cn3c(=O)sc4ccccc43)n2C)c1,-2%,3.9%,-25%,-6%
CCc1ccc2[nH]c(=O)c(CN(Cc3ccccc3OC)Cc3nnnn3Cc3ccco3)cc2c1,-24%,?,13%,25%
CCCCCCn1c(SCC(C)C)nc2c1c(=O)[nH]c(=O)n2C,0%,1.5%,2%,-9%
NC(=O)c1ccc[n+]([C@@H]2OC(COP(=O)([O-])OP(=O)(O)OCC3OC(n4cnc5c(N)ncnc54)C(OP(=O)(O)O)C3O)C(O)C2O)c1 (some centres not stated),-11%,.,17%,32%[activator]
Cc1c(NC(=O)c2ccc(-c3cccc([N+](=O)[O-])c3)o2)cccc1-c1nc2cc(Cl)ccc2o1,-12%[10.9 µM],4.4%,-13%,-13%
O=C(c1cccs1)c1ccc(-c2cccs2)s1,-84%[inhibitor],?,7.9µM*,10µM*
COc1cccc([C@@H]2Oc3ccc(OC)cc3C(=O)[C@H]2O)c1,.,.,-16%[9.22 µM],-24%[9.22 µM]
CCc1ccc(C=NC23CN4CN(CN(C4)C2)C3)s1,-2%,-1.6%,6%,5%
Nn1c(SCC(=O)N2CCCCC2)nnc1-c1ccncc1,11%,2.5%,-3%,10%
Cc1ccc(NC(=O)c2cnc(SCC(=O)Nc3cc(C)on3)n(C)c2=O)cc1,21%[10.9 µM],0.1%,-17%,-10%
O=C(NCC1CCCO1)c1cccc(Br)c1 (configuration not stated),-3%,-1.6%,5%,8%
Cc1ccc(-c2cnc(-c3ccncc3)o2)cc1,-22%,0.1%,?,?
c1ccc(-n2nnnc2-c2cnc(-c3ccncc3)nc2-c2cccs2)cc1,.,.,12%,-4%
Cc1cccc(NC(=O)Cn2c(=O)oc3cc(S(=O)(=O)NC4CCCC4)ccc32)c1,-15%[10.9 µM],?,-2%,-15%
CCCC(CCC)C(=O)Nc1cc(-c2cn3cccnc3n2)ccc1OC,-12%[10.9 µM],3.3%,6%,-18%
CCOC(=O)CC(=O)CSc1nc2ccccc2c(=O)n1CCc1ccccc1,-7%[10.9 µM],-2.4%,-3%,-13%
CCNc1nc(Oc2ccc(OCC(=O)OC)nn2)nc(N2CCOCC2)n1,3%[10.9 µM],-1.9%,2%,-7%
O=C(Nc1ccc(Br)cc1F)c1ccc2nc(CCc3ccccc3)oc2c1,-13%[10.9 µM],?,6%,-24%
COC(=O)c1ccccc1NC(=O)N1CCN(S(=O)(=O)c2ccc(Cl)cc2)CC1,-9%,2.3%,-1%,-1%
COc1ccc(CNc2nc3c(c(=O)n(Cc4ccc(F)cc4)c(=O)n3C)n2C)cc1,-24%,?,12%,8%
Cc1ccc(Cn2c(CO)cnc2SCc2ccc(F)cc2)cc1,-11%[10.9 µM],0.6%,-3%,0%
Cc1cc(C)cc(NS(=O)(=O)c2ccc3[nH]cc(C(=O)NCCc4ccccc4)c(=O)c3c2)c1,8%[10.9 µM],?,-10%,2%
Cc1ccc(NCc2nnc(SCC(=O)Nc3cc(C)on3)n2C)cc1,.,.,0%,33%
Cc1ccc(NC2(c3ccccc3)C(=O)c3ccccc3C2=O)cc1F,14%[10.9 µM],?,1%,7%
CN(C)C(=O)NCc1ccc(S(N)(=O)=O)cc1,-3%,0.3%,-2%,3%
COc1cc(NC(=O)c2cccs2)ccc1NC(=O)c1ccco1,5%,-2.2%,3%,2%
COC(=O)c1sc2c(c1C)c(=O)n(-c1ccccc1)c(=O)n2CC(=O)Nc1cccc(C)c1,-4%[10.9 µM],0.1%,18%,-11%
COc1ccc(NC(=O)c2cc(-c3ccccc3OC)on2)cc1,-33%[inhibitor],?,9%,-18%
Cc1ccc(C)c(NC(=O)C2CCCN(c3nc4ccccc4s3)C2)c1 (configuration not stated),-12%[10.9 µM],?,0%,-16%
CCC(=O)N1CCc2cc(S(=O)(=O)NC(Cc3ccccc3)C(=O)NCc3ccccc3OC)ccc21 (configuration not stated),-5%[10.9 µM],-0.1%,9%,25%
Cn1cnc2c1c(=O)n(Cc1ccc(F)cc1Cl)c(=O)n2C,-6%,-0.8%,-6%,10%
CCOc1ccc(NC(=O)c2ccc(-c3cccc(Cl)c3C)o2)cc1,-13%[10.9 µM],?,-2%,-3%
Cc1ccc(-c2nn3c(-c4ccco4)nnc3c3ccccc23)cc1S(=O)(=O)N1CCOCC1,0%,1.0%,2%,-1%
CN(C)c1ccc(CNC(=O)c2cccc(NC(=O)N3CCSc4ncccc43)c2)cc1,-6%[10.9 µM],?,-4%,3%
CCc1ccc(NC(=O)CSc2nnc(-c3cnccn3)n2Cc2ccco2)cc1,-15%,5.8%,2%,-3%
C=C1C(C2(C)C=CC(=O)C(C)(C)C2CC(=O)OC)CC[C@@]2(C)C(c3ccoc3)OC(=O)C3OC132 (some centres not stated),-21%,.,7%,7%
O=C(c1scc2c1CCCC2)N1CCCCC1,-22%,1.3%,?,9%
COCCNC(=O)C(C#N)c1nc2ccccc2nc1N1CCCCCC1 (configuration not stated),-5%,?,15%,7%
CSc1ccccc1NC(=O)c1ccncc1,25%,-0.9%,4%,33%[activator]
c1cn(CCCNc2ncnc3nc[nH]c23)cn1,-13%,?,?,-22%
O=C(Cn1c(NCCO)nc2ccccc21)c1ccccc1,.,.,8%,6%
Cc1cccc(NC(=O)C2CCN(S(=O)(=O)c3cccc4nsnc34)CC2)c1C,-6%[10.9 µM],0.6%,3%,13%
Cc1cccc(C(=O)Nc2ccc3oc(-c4ccncc4)nc3c2)c1,-9%[10.9 µM],?,-7%,-18%
CC(C)C(OC(=O)c1cccs1)C(=O)NCc1cccs1 (configuration not stated),-15%,-0.8%,6%,-13%
COc1ccc2c(c1OC)OCC(c1ccc(OC)c(OC)c1OC)C2 (configuration not stated),3%,.,3%,5%
CCOc1ccccc1NC(=O)c1c(NC(=O)COc2ccccc2)sc2c1CCCCC2,18%[10.9 µM],7.3%,9%,32%[activator]
Cc1ccc2[nH]c3c(=O)n(CC(=O)N4CCN(c5ccccc5F)CC4)ncc3c2c1,18%[10.9 µM],-3.2%,0%,16%
CCOC(=O)c1ccc(NC(=O)CSc2nc3c(c(=O)n2-c2ccccc2OC)SCC3)cc1,-6%,1.0%,8%,-1%
COc1cccc(C2C(C(=O)Nc3ccc(C)cc3C)=C(C)Nc3ncnn32)c1OC (configuration not stated),-6%,3.4%,-3%,0%
Cn1nnnc1SCC(=O)NC1CCCCC1,-7%,-1.0%,-3%,-5%
Cc1ccc(OCc2ccc(C(=O)Nc3nccs3)o2)cc1,0%,2.1%,-8%,7%
CC(C)(CC(=O)NCc1ccc(Cl)cc1Cl)CC1=NS(=O)(=O)c2ccccc2N1,-3%[10.9 µM],?,-11%,-15%
COc1ccc(NC(=O)CC2C(=O)N(c3ccc(C)cc3)C(=O)N2C2CCCC2)cc1 (configuration not stated),-2%[10.9 µM],0.4%,-7%,-10%

# For convenience, 3 of the compounds above:
SMILES,Imprint erasure,IkB signaling,p53ts 32C tox,p53ts 39C tox
Cc1cccc(NC(=O)C2CCN(S(=O)(=O)c3cccc4nsnc34)CC2)c1C,-6%[10.9 µM],0.6%,3%,13%
Cc1cccc(C(=O)Nc2ccc3oc(-c4ccncc4)nc3c2)c1,-9%[10.9 µM],?,-7%,-18%
CC(C)C(OC(=O)c1cccs1)C(=O)NCc1cccs1 (configuration not stated),-15%,-0.8%,6%,-13%

# (next part)
SMILES,Imprint erasure,IkB signaling,p53ts 32C tox,p53ts 39C tox
COc1c(O)ccc2c1CN1CCc3cc4c(cc3[C@@H]1C2)OCO4,-12%[10.9 µM],0.8%[11.4 µM],-3%[9.22 µM],-1%[9.22 µM]
CCCN1C(=O)C(NC(=O)c2ccncc2)(C(F)(F)F)C2=C1CC(C)(C)CC2=O (configuration not stated),-2%,1.3%,1%,-5%
COc1ccc2cc(CNc3ccc(OC)c(OC)c3)c(=O)n(CC(=O)Nc3ccccc3F)c2c1,-6%[10.9 µM],?,9%,3%
CC(C)CCN(C(=O)Nc1ccc(Cl)c(Cl)c1)C(C)c1cccs1 (configuration not stated),10%[10.9 µM],0.9%,21%,1%
CCOC(=O)N1CCC2(CC1)CC(=O)c1cc(O)ccc1O2,.,.,14%,-3%
O=C(Cn1c(SCC(=O)Nc2ccc(F)cc2)nc2ccccc21)NCc1ccc(F)cc1,-3%[10.9 µM],1.5%,-15%,-46%
O=C(c1cccc(F)c1)N1CCC2(CC1)CCN(C(c1ccccc1)c1ccccc1)CC2,.,2.4%[11.4 µM],10%,14%
CC1(C)S[C@@H]2[C@H](NC(=O)Cc3ccccc3)C(=O)N2[C@H]1C(=O)O,-10%,-1.0%[25.6 µM],-4%[20.6 µM],23%[20.6 µM]
O=c1cc(-c2ccccc2Cl)c2c([nH]1)CCC2,25%,0.0%,-4%,7%
Cc1cccc(CNC(=O)c2cnc3sc(N4CCCCCC4)nn3c2=O)c1,9%[10.9 µM],-3.1%,-5%,-8%
CCCCNC(=O)C1C2C=CC3(CN(Cc4ccccc4Cl)C(=O)C13)O2 (configuration not stated),1%,-1.3%,7%,14%
